Source: PubChem (several laboratories)
HIV RNase H inh – blocks HIV-1 RNase H cleavage of RNA/DNA duplex; P04585; RT-RNase H RNA/DNA duplex cleavage, fluorescence; inhibition, % at 10 µM; 65,000 compounds, 1.9% hits; AID 565; in the data active = inhibition above about 50%
RmlCD inh mix – inhibitors of RmlC and RmlD coupled enzymes. RmlC/RmlD coupled enzyme inhibition, 384-well mixture HTS. inhibition, % at 5.5 µM. 110,000 compounds, 0.39% hits; in the data active = inhibition above about 30%, passing the limit was not always enough; inconclusive = no clear call, values can overlap the other calls; note: strong numbers were not always called active
Numbers without * were called inactive; ? = inconclusive; · = not tested or not shown.

The line under a structure holds: HIV RNase H inh, RmlCD inh mix
- COc1ccc(CCN(C)C(=O)CSc2nccn2C)cc1OC
→ -2, 1
- C=CCn1c(Cc2csc(N)n2)nnc1SCC(=O)OCC
→ -6, -8
- O=C(NC1CC1)C1Nc2ccc(OC(F)(F)F)cc2C2C=CCC12 (stereo not given)
→ ·, 7
- COC(C[C@H]1O[C@@H]1[C@H](O)[C@H](C)OCc1ccccc1)OC
→ ·, -12
- Cc1cccc(-c2nnc3sc(-c4ccccc4)nn23)c1
→ -14, -8
- CCCCN(C)CCNC(=O)c1c[nH]c2ccc(S(=O)(=O)N(CC)CC)cc2c1=O
→ 6, ·
- Cc1cc(NC(=O)CCC(=O)N(c2cccc(F)c2)C(C(=O)NC2CCCC2)c2ccncc2)no1 (stereo not given)
→ -11, -9
- O=C(NCC(=O)N(c1cccnc1)C(C(=O)NC1CCCCC1)c1cccnc1)c1ccco1 (stereo not given)
→ 6, -16
- COc1cccc(N2C(=O)CC(N3CCC(c4nc5ccccc5[nH]4)CC3)C2=O)c1 (stereo not given)
→ 26, 13
- CCCC(=O)Nc1ccc(Cl)c(NC(=O)c2ccc(Br)o2)c1
→ 1, -10
- COc1cccc(-c2cc(C(=O)N3CCN(c4ncccn4)CC3)c3ccccc3n2)c1
→ -11, ·
- Cc1nnc(SC(C)C(=O)Nc2ccc3c(c2)OCCO3)s1 (stereo not given)
→ 2, -3
- O=C(CCC(=O)Nc1ccccc1)N/N=C/c1ccco1
→ ·, 3
- Cn1c(SCC(=O)N2CCOCC2)nc2sc3c(c2c1=O)CCCC3
→ -19, 13
- CN(C)c1ccc(-c2nnn(CC(=O)Nc3ccccc3N3CCOCC3)n2)cc1
→ 5, ·
- O=C(Nc1ccccc1Cl)O/N=C/c1ccncc1
→ ·, -4
- CCOC(=O)CC(NS(=O)(=O)c1ccc(NC(C)=O)cc1)c1ccc(OCC)cc1 (stereo not given)
→ 7, 1
- O=C(NNC(=O)C1CCN(S(=O)(=O)c2ccc(Cl)cc2)CC1)c1ccc(Cl)cc1
→ ·, 14
- Cc1ccc(NS(=O)(=O)c2ccc(C)c(C(=O)N3CCN(C)CC3)c2)cc1
→ 0, 2
- CC(=O)N1CCN(c2ccc(Oc3nc(-c4ccccc4)nc4ccccc34)cc2)CC1
→ 4, ·
- CC(=O)c1ccc(Oc2ccc(C(C)=O)cc2)cc1
→ ·, -8
- O=C(NCc1ccco1)C12CC3CC(CC(C3)C1)C2
→ ·, 9
- CN(C)c1ccnc2sc3c(=O)n(-c4ccccc4)cnc3c12
→ -13, 19
- CCCn1nnc(NC(=O)COc2ccccc2Cl)n1
→ -3, 6
- COc1ccc(CCn2c(N)c(C#N)c3nc4ccccc4nc32)cc1OC
→ -6, -27
- CN1CCN(S(=O)(=O)c2cccc(C(=O)Nc3sc4c(c3C(N)=O)CCCC4)c2)CC1
→ 39, -6
- CCCS(=O)(=O)N1CCN(C(=O)c2cccc(OC)c2)CC1
→ -10, -11
- Cc1ccc(NC(=O)CCN2CCc3ccccc3C2)cc1
→ -11, -4
- CS(=O)(=O)N1CCN(C(=O)c2csc3ccccc23)CC1
→ -5, -7
- COc1ccccc1OCc1nc2c3c(-c4ccccc4)c(-c4ccccc4)oc3ncn2n1
→ 12, ·

Looked up one by one from the list above (two):
The line under a structure holds: HIV RNase H inh, RmlCD inh mix
- CC(=O)N1CCN(c2ccc(Oc3nc(-c4ccccc4)nc4ccccc34)cc2)CC1
→ 4, ·
- O=C(NNC(=O)C1CCN(S(=O)(=O)c2ccc(Cl)cc2)CC1)c1ccc(Cl)cc1
→ ·, 14

Carrying on:
The line under a structure holds: HIV RNase H inh, RmlCD inh mix
- COc1ccc2c(c1)n([O-])c1c([n+]2=O)CCC1
→ 10, ·
- COc1ccc(CC(=O)N2CCC(Nc3nc4ccccc4n3Cc3ccc(F)cc3)CC2)cc1
→ ·, 4
- CCOC(=O)C(C)Sc1nc2c(cnn2-c2ccc(C)cc2)c(=O)[nH]1 (stereo not given)
→ -23, -7
- CCC(=O)N1CCc2cc(S(=O)(=O)CCC(=O)NCCc3ccc(OC)c(OC)c3)ccc21
→ 0, -10
- C=CCN1c2ccccc2[C@]23C[C@@H](C(=O)OC)N(C(=O)CC(C)C)C2=NC(C(=O)OC)=C(C(=O)OC)[C@H]13
→ ·, 7
- CCN(CC)S(=O)(=O)c1cccc(S(=O)(=O)c2cccc(S(=O)(=O)N(CC)CC)c2)c1
→ -6, -5
- O=c1ccn(-c2cccc(C(F)(F)F)c2)nc1-c1ccn(-c2ccccc2)n1
→ ·, 31
- Cc1cc(C)c(C(=O)c2ccc(C(=O)NC(C)(C)C)cc2)c(C)c1
→ ·, 11
- CCn1cc(C(=O)Nc2ccccc2C(=O)OC)c(=O)c2ccc(C)nc21
→ 0, ·
- O=C(NCc1ccccc1)C1CCN(C(=O)NCc2ccccc2)CC1
→ 2, -8
- O=C(CC1CCCCC1)Nc1c2c(nn1-c1ccc(F)cc1)CS(=O)(=O)C2
→ 2, 5
- CCn1c(SCc2ccc(C#N)cc2)nnc1-c1cccc(Cl)c1
→ -15, -9
- CCOCCCNC(=O)CCNC(=O)c1cc(OC)c(OC)c(OC)c1
→ 10, -8
- CN1C(=O)/C(=C2\SC(=S)N(CC3CCCO3)C2=O)c2ccccc21 (stereo not given)
→ 7, -11
- COc1ccc(C(=O)CC(=O)O)c2c1C=CC(C)(C)O2
→ -2, 21
- Cc1cc(=O)oc2c3c4c(cc12)OCCN4CCC3
→ ·, ?
- COc1ccc(C/C(N)=N/OC(=O)Cc2ccccc2)cc1OC
→ ·, 3
- CCOC(=O)c1c(C)nc2sc3c(=O)n(-c4ccc(C(C)=O)cc4)cnc3c2c1-c1ccc(Cl)cc1
→ ·, -2
- O=C(O)C1C2C=CC(C2)C1C(=O)NCc1cccnc1 (stereo not given)
→ ·, -16
- Cc1ccc(S(=O)(=O)Cc2cccc(C(=O)N3CCOCC3)c2)cc1
→ 3, 8
- Cc1cccnc1NC1OC(=O)c2ccccc21 (stereo not given)
→ ·, 3
- O=C(Cc1ccc(-n2c(=O)[nH]c3ccccc3c2=O)cc1)N1CCN(c2cccc(Cl)c2)CC1
→ ·, 43
- CCCCNC(=O)Cn1c(=O)oc2cc(S(=O)(=O)N3CC(C)CC(C)C3)ccc21 (stereo not given)
→ ·, 0
- COc1ccccc1C1=NOC(COC(=O)c2ccc3ccccc3n2)C1 (stereo not given)
→ ·, -6
- Cc1cc2c(c(SCC(=O)N(C)c3ccccc3)n1)C(=O)OC2
→ -1, -12
- COc1ccc(CCNC(=O)C(=O)Nc2nccs2)cc1OC
→ ·, 5
- Cn1c(N)c(C(=O)NCc2ccccc2)sc1=S
→ -6, 8
- Nc1ccccc1C#Cc1ccc2[nH]ccc2c1
→ ·, -240
- COc1ccc(N(CC(=O)Nc2cc(C)ccc2OC)S(=O)(=O)c2c(C)noc2C)cc1
→ -2, -7
- Cn1c(C(C(=O)NCC2CCCO2)N(C(=O)Cn2nnc3ccccc32)C2CCCCC2)nc2ccccc21 (stereo not given)
→ ·, -7
- O=C(NCc1ccccc1)C1=C[C@H](C2CC2)C[C@H](OCCCCO)O1
→ ·, 9
- COC(=O)/C(=C\Nc1ccccc1N)c1ncc(C(F)(F)F)cc1Cl
→ ·, -2
- CCC(C)NC(=O)c1cc2cc3ccc(OC)cc3nc2s1 (stereo not given)
→ ·, 12
- c1ccc2sc(-c3ccc4c(c3)OCO4)nc2c1
→ -38, -57
- Clc1ccc(CN=C2Nc3ccccc3CS2)cc1
→ ·, -2
- CCOc1ccc2[nH]c(=O)c(CN(Cc3ccc(C)cc3)C(=O)N3CCCC3)cc2c1
→ 18, 0
- O=C(NCc1cccnc1)c1cccnc1Sc1ccc(Cl)cc1
→ ·, -9
- Cc1ccccc1Cn1ccc(-c2ccc(Cl)cc2)c(C#N)c1=O
→ ·, 13
- COc1cc(C(=O)NCc2nnc(SCC(=O)N3CCCCC3)o2)cc(OC)c1OC
→ 0, -3
- CCOC(=O)C1=C(N2CCCCC2)c2cc3c(n2C1=O)CCCC3
→ -15, -9
- COCCCNC(=O)CCc1ccc(S(=O)(=O)Nc2ccc(C)cc2)cc1
→ ·, 12
- CCOC(=O)C1CCN(Cc2c(F)cccc2Cl)CC1
→ -9, -6
- CCOc1ccc(CCNC(=O)c2oc3c(c2C)-c2[nH]ncc2CC3)cc1OCC
→ -5, -5
- CC1=C(C#N)C(c2cn(-c3ccccc3)nc2-c2cccs2)C(C#N)=C(C)N1
→ 4, -2
- OC(Cn1c2ccccc2c2ccccc21)C[n+]1ccccc1 (stereo not given)
→ ·, -17
- CC1(C)Cc2c(sc(NC(=O)c3ccco3)c2C#N)C(C)(C)N1
→ -2, -1
- O=c1c2ccccc2ncn1C1CCCCC1
→ -2, -17
- O=C(O)C1=C[C@H](C2CC2)C[C@H](OCc2ccc(CO)cc2)O1
→ ·, 7
- CC(C)N1C(=O)CN(C2CCCCCC2)C(=O)C1c1ccccc1F (stereo not given)
→ -4, -8
- CCCCn1c(SCC(=O)NCc2ccco2)nc2c1c(=O)n(C)c(=O)n2C
→ ·, 5
- C(=N\N1CCN(C2c3ccccc3-c3ccccc32)CC1)/c1cccnc1
→ ·, -13
- COC(=O)c1ccccc1OCC(=O)N1CCN(c2ccc(OC)cc2)CC1
→ ·, -10
- CC(NC(=O)Nc1ccccc1C(F)(F)F)C1CCCO1 (stereo not given)
→ -6, 9
- O=C(NC(=S)NC1CCSC1=O)c1ccccc1Cl (stereo not given)
→ ·, -10
- CCN(CC)C(=O)CSc1nnc(-c2ccccc2)n1-c1ccccc1
→ 0, -10
- CC1CCN(S(=O)(=O)c2ccc3c(c2)CCN3C(=O)CCC(=O)O)CC1
→ -7, -17
- C=CCn1c(SCCOc2ccccc2)nnc1C(C)NC(=O)c1ccccc1 (stereo not given)
→ ·, 8
- CN(c1ccc(C(=O)N2CCCCC2)cc1)S(C)(=O)=O
→ 1, 6
- CNC(=O)c1c(C)nc(SCC(=O)NCc2ccc(OC)cc2)c(C#N)c1-c1ccco1
→ -1, -22
- O=S(=O)(c1ccc2c(c1)C(=NO)c1cc(S(=O)(=O)N3CCCCC3)ccc1-2)N1CCCCC1
→ 26, -28

As a working copy, 5 of the compounds above.
The line under a structure holds: HIV RNase H inh, RmlCD inh mix
- O=C(NCc1ccccc1)C1=C[C@H](C2CC2)C[C@H](OCCCCO)O1
→ ·, 9
- COC(=O)/C(=C\Nc1ccccc1N)c1ncc(C(F)(F)F)cc1Cl
→ ·, -2
- CCC(C)NC(=O)c1cc2cc3ccc(OC)cc3nc2s1 (stereo not given)
→ ·, 12
- c1ccc2sc(-c3ccc4c(c3)OCO4)nc2c1
→ -38, -57
- Clc1ccc(CN=C2Nc3ccccc3CS2)cc1
→ ·, -2

Remaining list, next part.
The line under a structure holds: HIV RNase H inh, RmlCD inh mix
- CCN(CC)c1ccc(C2C(C(C)=O)C(=O)CC(C)(O)C2C(C)=O)cc1 (stereo not given)
→ ·, 9
- O=C(COc1ccc(F)cc1)c1ccc2c(c1)CCCC2
→ ·, -8
- COc1ccc([N+](=O)[O-])cc1/C=N/NC(=O)/C(=C\c1cccs1)NC(=O)c1ccccc1
→ ·, 4
- COCCNCC(=O)NCC12CC3CC(CC(C3)C1)C2
→ ·, -12
- O=C(NCc1ccc2c(c1)OCO2)C1CCCN(S(=O)(=O)c2cccc3cccnc23)C1 (stereo not given)
→ -47, -13
- FCCCOc1ccc(/C=N/OCc2ccc(Cl)cc2)cc1
→ ·, 0
- CCOC(=O)c1c(-c2ccc(F)cc2)cn2ccccc12
→ ·, -38
- Cc1nn(C)c(C)c1S(=O)(=O)N(CC(=O)N1CCc2ccccc2C1)c1ccc(C(C)C)cc1
→ ·, 7
- COc1ccc(OC)c(S(=O)(=O)Nc2cccc(C(C)=O)c2)c1
→ -10, -224
- O=C(N/C=N/OCc1ccc(Cl)cc1Cl)NOCc1ncc(C(F)(F)F)cc1Cl
→ ·, -18
- O=C(N/N=C/c1ccc(F)cc1)c1ccc(Br)cc1
→ ·, -4
- OC(COc1ccc(OCC(O)CN2CCCCCC2)cc1)CN1CCCCCC1 (stereo not given)
→ -10, -3
- C=CCNC(=O)c1ccccc1NS(=O)(=O)c1ccccc1
→ -16, -13
- O=C(NC1=NCCS1)c1cccc(S(=O)(=O)N2CCCCC2)c1
→ 0, ·
- Cc1cccc(N(CC(=O)Nc2ccc(F)cc2)S(C)(=O)=O)c1
→ ·, 4
- C=CCSc1nc(Oc2ccccc2)c2sccc2n1
→ ·, 9
- Cc1ccc(C(CC(=O)NCc2ccco2)c2ccc(OC(C)C)cc2)cc1 (stereo not given)
→ ·, 9
- CCCOC(=O)c1cc2ccccc2oc1=O
→ 0, 3
- CC(C)CNC(=O)C1Nc2ccc(OC(F)(F)F)cc2C2C=CCC12 (stereo not given)
→ ·, -1
- c1ccc(-c2n[nH]c(-c3ccccn3)n2)nc1
→ -1, -10
- Cc1ccc(S(=O)(=O)N(CC(=O)NCc2ccco2)Cc2ccc(F)cc2)cc1
→ ·, 12
- CC(C)CC(=O)N/C(N)=N/c1nc2ccccc2s1
→ ·, 12
- O=C(O)CSc1cc(C(F)(F)F)nc(-c2ccccn2)n1
→ ·, 14
- CNC(=O)c1ccc(Oc2ccc(C(=O)NC)cc2)cc1
→ -18, 7
- O=C(c1cc(-c2ccco2)nn1-c1cccc(Cl)c1)N1CCCCC1
→ -13, -7
- Cc1ccccc1-n1nnc2c(=O)oc3ccccc3c21
→ -10, -6
- N#Cc1cc2c(nc1SCC(N)=O)CCCCC2
→ ·, -8
- Cc1ccc(CNC(=O)CCS(=O)(=O)c2ccc(Br)s2)cc1
→ ·, -5
- O=C(c1n[nH]c(=O)c2ccccc12)N1CCOCC1
→ -10, 5
- O=C(Nc1cccnc1)C1(c2ccc(Cl)cc2)CCCC1
→ ·, 3
- CCCOc1ccc2c(=O)c(-c3cc(C(=O)OC)oc3C)c(C)oc2c1
→ ·, -9
- CC(=N\Nc1ccccc1)/C(=N/O)C(=O)Nc1ccccc1
→ ·, -7
- CC1(C)CC(=O)c2cc(OCC(=O)N3CCCCCC3)ccc2O1
→ ·, 30

The list is partial (hit frequency here may not be typical).
